High-throughput results deposited in PubChem BioAssay by Fisher Drug Discovery Resource Center.
mcGAS MS inh: mouse cGAS inhibition by mass spec; Q8C6L5; recombinant mouse cGAS, cGAMP by RapidFire MS; inhibition, % at 12.5 µM; actives 0.18% (n = 130,000);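 active = inhibition of cGAS enzyme activity at or above 60%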;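 note: enzyme stimulated by 45 bp dsDNA with ATP and GTP substrates; cGAMP share of summed cGAMP plus half ATP and half GTP signals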
Target sequence (Q8C6L5 whole entry, looked up): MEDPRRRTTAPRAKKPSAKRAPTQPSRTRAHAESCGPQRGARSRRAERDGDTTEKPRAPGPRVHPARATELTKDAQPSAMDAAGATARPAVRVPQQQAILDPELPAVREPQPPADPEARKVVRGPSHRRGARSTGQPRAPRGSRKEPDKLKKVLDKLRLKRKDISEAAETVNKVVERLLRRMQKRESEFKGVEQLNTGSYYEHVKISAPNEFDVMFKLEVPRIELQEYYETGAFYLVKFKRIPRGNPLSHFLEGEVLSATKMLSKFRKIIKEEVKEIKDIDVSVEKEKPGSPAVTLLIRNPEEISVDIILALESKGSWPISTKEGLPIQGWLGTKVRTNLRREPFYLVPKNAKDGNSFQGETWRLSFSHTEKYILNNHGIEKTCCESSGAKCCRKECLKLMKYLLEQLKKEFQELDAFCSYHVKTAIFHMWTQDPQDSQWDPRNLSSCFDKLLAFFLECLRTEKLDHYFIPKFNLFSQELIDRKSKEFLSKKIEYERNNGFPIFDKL
The depositor's hits bear a star; & = joins results of further samples. This is a subset. The share of hits here may be higher or lower than overall.

SMILES	mcGAS MS inh
Cc1noc(C)c1C(=O)NC(C)CC1=CCCN(CCCF)C1 (centres undefined)	-16.2
CS(=O)(=O)N(CCC#N)Cc1ccc(C=C2C(=O)c3ccccc3C2=O)o1	-7.3
N#Cc1ccc(Cl)cc1NC(=O)CSc1n[nH]c(N)n1	15.8
Cc1ccc(CNC(=O)c2ccc(S(C)(=O)=O)cc2)n1C	-4.1
COc1ccccc1C(=O)Cn1c(C)c(C(=O)NCc2ccccc2C(F)(F)F)sc1=O	-0.6
CSc1nc2nc(C)c(C)nc2c(=O)n1C	-20.1
Cc1ccc(N(C(=O)NC(=O)NC2CCS(=O)(=O)C2)S(=O)(=O)c2ccccc2)cc1 (centres undefined)	4.2
CCc1nnsc1C(=O)N1CCC(C(=O)Nc2ccccc2)CC1	3.8
CCS(=O)(=O)c1ncc(CN2CCCC(c3cccc(C)c3)C2)n1CCOC (centres undefined)	1.3
Cc1ccc(CN(C(=O)c2cnc3cccc(C)n3c2=O)C2CC2)s1	-4.0
Cc1cc(Br)c(O)c(C(=O)OCC(=O)N2C(C)CCCC2C)c1 (centres undefined)	-8.8
COc1ccccc1C=C1CCCC2C1=Nc1ncnn1C2c1ccccc1OC (centres undefined)	6.2
CN(C)CCN(Cc1ccc(Cl)cc1)c1ccccn1	2.9
O=C(NCC1COc2ccccc2O1)c1coc(=O)c2ccccc12 (centres undefined)	9.1
COC(=O)c1cccc(CN2CCCN(c3ccncc3C)CC2)c1	6.2
COc1ccc(S(=O)(=O)Nc2ccc3c(c2)CN(C(=O)C2CC2)CC3)cc1Cl	-8.3
CC(=O)Nc1ccc(-c2nccn2CC(C)Oc2cccnc2)cc1 (centres undefined)	-12.3
CCn1c(C)cc(O)c(C(c2ccc(SC)cc2)N2CCN(c3ccccc3F)CC2)c1=O (centres undefined)	-9.4
O=c1c2nnn(Cc3ccc(F)cc3)c2ncn1Cc1ccc(C(F)(F)F)cc1	8.6
COc1cc(OC)cc(C(=O)Nc2cc(C(=O)Nc3ccc(Cl)cc3)ccc2N2CC3CC(C2)c2cccc(=O)n2C3)c1 (centres undefined)	-6.5
COC(=O)c1ccccc1NC(=O)NNC(=O)C1(C)CC1(Cl)Cl (centres undefined)	4.5
O=C(CC1SC(=O)NC1=O)Nc1ccc(F)cc1 (centres undefined)	4.3
COc1cc(OC)cc(C(=O)Nn2cnc3c(cnn3-c3ccccc3)c2=O)c1	-3.4
Clc1c(-c2nnc(SCc3csc(-c4ccccc4)n3)o2)sc2ccccc12	-3.9
C/C(=N/N=C1\NC(=O)C(CC(=O)Nc2ccccc2)S1)C(C)(C)C (centres undefined)	-34.7
CC1=C(C(=O)N(C)Cc2nc3ccc(C)cc3[nH]2)C(C)NC(=O)N1 (centres undefined)	-1.7
O=C(O)c1c(Cl)c(Cl)c(Cl)c(Cl)c1C(=O)N1CCCC1	-23.3
Cc1oc(C(=O)N(C)c2ccc(F)cc2)cc1S(N)(=O)=O	11.9
CC1(C)[C@@H]2CC[C@H](CNC(=O)c3cc(Cn4cnc5ccccc54)[nH]n3)[C@H]1C2	-18.5
Cc1cc(NC(=O)N(C)CCCC(=O)OC(C)(C)C)no1	-7.0
CCOc1coc(C(=O)Nc2ccc(Cl)cc2)cc1=O	-7.3
CCCn1c(SCC2CCCO2)n[nH]c1=O (centres undefined)	-8.4
COC(=O)c1ccc(CNC2CC(=O)N(CC(C)(C)C)C2)cc1 (centres undefined)	-6.4
CCn1cc(CN(Cc2ccoc2)CC(C)C)cn1	-11.8
COc1nc(C)c(C(=O)NCc2cc(-c3ccco3)on2)s1	-8.3
N#CCN(C(=O)C1CC12CCCC2)C1CCCC1 (centres undefined)	-2.8
COc1cc(OC)nc(Oc2ccccc2CNc2cc(C)on2)n1	-9.3
CN(C(=O)C(=O)N1CCC2(CCOCC2)CC1)c1ccccc1	-2.8
Cc1ccc(S(=O)(=O)N(c2ccc(C)c(F)c2)C2CCNCC2)cc1	1.9
Cc1ccc(C(O)c2c(N)sc3c2CCCC3)cc1 (centres undefined)	-1.4
C#CCOc1coc(COC(=O)c2ccccc2)cc1=O	-6.3
O=C(O)CCCn1c(SCc2cc(=O)n3ccccc3n2)nc2ccsc2c1=O	-1.8
Cc1ccc(CN2CCC(CN(C)Cc3cccn3-c3nccs3)CC2)o1	-6.3
CN(Cc1nc(-c2ccccc2)no1)Cc1cn(C)nc1-c1ccc2c(c1)OCCO2	4.5
NC(=O)CCn1c(COc2ccc(Cl)cc2)nc2ccccc21	-4.1
Cc1cc(C(=O)CCC(=O)NC2CCC3(CC2)OCCO3)c(C)s1	-6.8
CSc1ccc(C(=O)CCC(=O)NCC2COc3ccccc3O2)cc1 (centres undefined)	2.9
Cc1ccc(F)cc1NC(=O)C1CC(=O)N(CC(C)C)C1 (centres undefined)	-4.6
NS(=O)(=O)c1ccc(CNc2ccc3ncc(-c4ccc(Oc5ccccc5)cc4)n3n2)cc1	-5.6
COC(=O)c1cccc(OC(C)C(=O)N(C)c2ccccc2)c1 (centres undefined)	0.7
CCOC(=O)N1CCN(C2CCCN(C(=O)/C=C/c3cccs3)C2)CC1 (centres undefined)	-12.5
O=S(=O)(/C=C/c1ccccc1)N(Cc1ccc(C(F)(F)F)cc1)C1CC1	24.9
Cc1nn(S(=O)(=O)c2ccccc2[N+](=O)[O-])c(C)c1Sc1ccc([N+](=O)[O-])cc1	-4.4
CCC(Oc1ccccc1)C(=O)NNC(=O)c1ccc(O)cc1 (centres undefined)	2.2
CCOC(=O)c1c(C)[nH]c(C(=O)N(CCOC)Cc2ccccc2)c1C	-11.4
O=C(CC1C=CCC1)NCC1(NC(=O)CC2C=CCC2)CCOCC1 (centres undefined)	-2.7
CC1=C(C(=O)N2CCC(CCC(=O)Nc3ccc(F)c(Cl)c3)CC2)OCCO1	-6.8
COCc1nc(N(C)CCc2scnc2C)c2cnn(C)c2n1	-16.1
Cc1cc(NC(=O)CCCNC(=O)c2ccsc2)n(C(C)(C)C)n1	-11.3
Cn1cc(C(=O)N2CCN(S(=O)(=O)c3ccccc3C#N)CC2)c2ccccc21	-9.5
The list goes on.
SMILES	mcGAS MS inh
Cc1csc(=Nc2ccc3ccccc3c2)n1CC(=O)NC(C)C	-8.1
CN1C(=O)C(=O)N(CC(=O)NCC(F)(F)F)C1=O	-4.2
CCOC(=O)CCNC(=O)C1=CN2CCNC(=O)N=C2O1	-8.1
CC(C)(C)n1c(-c2ccc(S(=O)(=O)N3CCCC3)cc2)csc1=Nc1ccccc1	-3.5
COCCN1CC(Nc2nc(-c3cccnc3)nc3c2CCNC3)CC1=O (centres undefined)	-18.9
Cc1cc(C)c(C)c(S(=O)(=O)N2CCC(C(=O)N3CCCC3c3cccnc3)CC2)c1C (centres undefined)	-1.0
COC(=O)c1ccc(CSc2nc3c(c(=O)n2-c2ccc(C)cc2)SCC3)o1	-4.6
CCCC(=O)OCOC(=O)C1=C(C)NC(C)=C(C(=O)OC)C1c1cccc(Cl)c1Cl (centres undefined)	6.6
CS(=O)(=O)Nc1ccc2c(c1)C(=O)NC2=O	11.3
Cn1c(-c2ccccn2)[n+](C)c2ccccc21	40.9
Cc1cccc(CN(C(=O)CCC(C)N2CCN(C)CC2)C(C)C)c1 (centres undefined)	-1.9
CCn1ncc(CN(C)C(=O)c2cc(Cn3cnc4ccccc43)[nH]n2)c1C	-7.9
OCc1ccc(-c2ccc3ccccc3n2)cc1	-34.4
COc1cccc(C2c3c(oc4cc(C)c(C)cc4c3=O)C(=O)N2c2nccs2)c1OC (centres undefined)	-8.1
CCCCCCn1c(SCC(N)=O)nc2c1c(=O)[nH]c(=O)n2C	-0.9
CCCn1ccnc1-c1c(-c2ccccc2)ncn1Cc1cccnc1	-3.4
CC(C)CS(=O)(=O)NC(=O)CCOc1ccccc1	-2.2
CCNC(=O)N1c2ccc(CC)cc2C(C)=CC1(C)C	-3.8
COC(=O)C1CSCN1S(C)(=O)=O (centres undefined)	5.7
CCN1CCN(C(C)CNCc2c(C)nn(-c3ccc(F)cc3F)c2C)CC1 (centres undefined)	2.2
O=C1CN(C(=O)CN2CCCN(Cc3cccs3)CC2)CCN1	-3.7
Cc1cc(C)c(NC(=O)COC(=O)C(O)c2ccccc2)c(C)c1 (centres undefined)	-11.3
COc1ccc(/C=N\Nc2nnc(C(C)(C)C)c(=O)[nH]2)cc1O	-8.8
CC(C)c1ccc(N2CCN(CC(=O)N3CCN(S(C)(=O)=O)CC3)C2=O)cc1	-5.6
COCCc1noc(C2CC2c2ccc(C)s2)n1 (centres undefined)	0.4
CC1=C(C(=O)N2CCCC(Nc3ccc(C(C)C)cc3)C2)OCCO1 (centres undefined)	-4.0&-1.0
Cc1nc(CCN(C)C(=O)CCNC(=O)c2ccccc2F)no1	-17.5
COC(=O)[C@]1(C)N[C@H](c2csc(-c3ccccc3)n2)[C@@H]2C(=O)N(C)C(=O)[C@@H]21	-18.0
CNC(=O)COC(=O)C12CC3CC(CC(Br)(C3)C1)C2	1.3
CC(Cc1cccnc1)NC(=O)c1ccccc1OC1CCN(S(C)(=O)=O)CC1 (centres undefined)	-11.8
CC(C)C(=O)Nc1ccc(OCC(F)(F)F)c(C#N)c1	-5.8
Nc1nc(-c2ccc(F)cc2F)cs1	-0.9
CC1CCN(c2nnc(SC(C)C(=O)NC(C)C)n2CC2CCCO2)CC1 (centres undefined)	-2.6
O=C(OCc1ccccc1)c1ccc(F)cc1Cl	-4.3
O=C1CCN(C2CCN(Cc3nc(COc4ccccc4)no3)CC2)CCN1	-3.9
CCn1nc(-c2ccc(C)cc2)ccc1=O	-7.1
OCCc1ccccc1-n1ccnc1-c1ccc(-c2ccn[nH]2)o1	-11.8
CCNC(=O)NC(=O)CN1CCN(Cc2ccc(C(F)(F)F)cc2)CC1	-12.2
COc1c[nH]c(C(=O)Nc2ccc(F)c(Cl)c2)cc1=O	0.0
CC[S+](CC)C1C(=O)NC(=O)N(c2ccccc2F)C1=O (centres undefined)	-5.6
COc1cc2c(cc1C1CC(=O)Nc3[nH]ncc31)CCC2 (centres undefined)	-19.5
CCCc1nnc(-c2cc3ccccc3[nH]2)o1	-5.6
COC(=O)C(CCN1CCCCC1)NC(=O)COC1CCCCC1C (centres undefined)	-5.7
Cc1cc(C)cc(Nc2ncnc(N)c2[N+](=O)[O-])c1	-7.8
Cc1nc(N2CCCC2C(=O)N(C)Cc2nc3ccccc3[nH]2)nc2ccc(F)cc12 (centres undefined)	5.5
COc1ccc(Oc2ccc(S(=O)(=O)C(F)(F)F)cc2[N+](=O)[O-])c([N+](=O)[O-])c1	1.4
Cc1cc(Nc2ccccc2)nc(N2CCN(C(=O)c3ccccc3)CC2)n1	-9.8
COc1ccc(-c2noc(-c3ccc(N4CCC[C@H]4CO)nc3)n2)cc1	-1.4
CCc1ccc(CN(C)S(=O)(=O)c2ccc(Cl)s2)cc1	0.2
Cc1nc(SCC(=O)c2cccs2)c2c3c(sc2n1)CCCC3	-2.6
O=C(O)c1cc(-c2cccc3cccnc23)cs1	-16.5
Cc1cnc(C)c(N2CCN(Cc3nc4ccccc4n3C(C)C)CC2)n1	-47.6
O=C(O)CCc1nc2ccccc2oc1=O	-3.4
O=C(C1CCCC1)N1CCCC(OCc2cccc(OC(F)(F)F)c2)C1 (centres undefined)	-6.3
Cc1ccc(-c2nnc(-c3ccc(C(=O)NC4CC4)cc3)o2)cc1	-5.5
Cc1cc(NC(=O)CN2CCCC(Cn3cncn3)C2)n(C)n1 (centres undefined)	-3.7
CCCC1(c2ccccc2)NC(=O)N(CC(=O)NC23CC4CC(CC(C4)C2)C3)C1=O (centres undefined)	21.0
NC(=O)C(NCc1cc(Br)ccc1O)c1ccccc1 (centres undefined)	3.9
N#CC(C#N)=C1C=C(c2ccc3c(c2)OCCO3)Oc2ccccc21	16.5
CN1C(=O)c2ccc(N)cc2C1=O	24.0
Later entries.
SMILES	mcGAS MS inh
Cc1cc(S(=O)(=O)N(C)C2CCN(C(C)C)CC2)ccc1Br	9.5
NC(=O)c1csc(-c2cc(NC3CCCC3)nc3[nH]ccc23)n1	-4.3
CCOc1ccc(C#N)cc1NCc1nc(Cc2ccccc2)no1	-15.3
O=C(Cn1c2ccccc2c(=O)c2ccccc21)NCc1ccco1	1.3
CC(C)c1nc(C2(NCc3cc(Cl)nc(Cl)c3)CCCC2)no1	-3.6
CC(=NNc1ccc(F)cc1F)c1ccco1	-4.0
O=C(NC1CCCN(Cc2ccc(Cl)cc2)C1)c1cnc2ccccn2c1=O (centres undefined)	-8.2
Cc1ccccc1NC(=O)N1C[C@@H](O)[C@H](NCCc2cnc[nH]2)C1	-9.0
Cc1c(C(=O)N2Cc3cnc(C(C)(C)C)nc3C2)cnc2ccnn12	-8.0
COc1cc(C=NNc2ncc(Cl)cc2Cl)cc(OC)c1	-1.9
C=CCNC(=S)NNc1nncc2ccccc12	-9.5
